HePTP inh = human HePTP phosphatase inhibition; P35236; recombinant HePTP phosphatase activity, OD absorbance; inhibition, % at 20 µM; 0.64% of 110,000 active; AID 521; in the data active = inhibition above about 50%;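 also: plate controls were vehicle for no effect and reference inhibitor for full effect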
Target sequence (P35236 whole entry, looked up): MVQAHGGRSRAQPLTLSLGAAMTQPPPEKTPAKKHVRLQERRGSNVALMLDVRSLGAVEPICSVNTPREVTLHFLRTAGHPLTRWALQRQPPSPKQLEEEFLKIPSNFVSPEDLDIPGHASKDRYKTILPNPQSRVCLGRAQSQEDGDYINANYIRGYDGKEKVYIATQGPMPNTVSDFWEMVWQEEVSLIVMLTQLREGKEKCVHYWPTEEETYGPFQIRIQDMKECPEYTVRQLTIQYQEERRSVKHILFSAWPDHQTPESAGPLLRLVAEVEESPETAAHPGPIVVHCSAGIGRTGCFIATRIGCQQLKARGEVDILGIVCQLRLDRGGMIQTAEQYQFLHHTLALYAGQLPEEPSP
BAP1 inh = inhibitors of human BAP1 deubiquitinase; recombinant BAP1, Ub-AMC hydrolysis fluorescence kinetic; stronger effect = lower value; activity remaining (% of control), % at 20 µM; 0.48% of 72,000 active;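 active = activity remaining at or below 50% of control, provided the compound also passes the data quality filters; inactive = the rest, including low values that fail the filters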;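 also: 100% = DMSO wells rate and 0% = substrate alone blank rate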
Target sequence (Q92560 whole entry, looked up): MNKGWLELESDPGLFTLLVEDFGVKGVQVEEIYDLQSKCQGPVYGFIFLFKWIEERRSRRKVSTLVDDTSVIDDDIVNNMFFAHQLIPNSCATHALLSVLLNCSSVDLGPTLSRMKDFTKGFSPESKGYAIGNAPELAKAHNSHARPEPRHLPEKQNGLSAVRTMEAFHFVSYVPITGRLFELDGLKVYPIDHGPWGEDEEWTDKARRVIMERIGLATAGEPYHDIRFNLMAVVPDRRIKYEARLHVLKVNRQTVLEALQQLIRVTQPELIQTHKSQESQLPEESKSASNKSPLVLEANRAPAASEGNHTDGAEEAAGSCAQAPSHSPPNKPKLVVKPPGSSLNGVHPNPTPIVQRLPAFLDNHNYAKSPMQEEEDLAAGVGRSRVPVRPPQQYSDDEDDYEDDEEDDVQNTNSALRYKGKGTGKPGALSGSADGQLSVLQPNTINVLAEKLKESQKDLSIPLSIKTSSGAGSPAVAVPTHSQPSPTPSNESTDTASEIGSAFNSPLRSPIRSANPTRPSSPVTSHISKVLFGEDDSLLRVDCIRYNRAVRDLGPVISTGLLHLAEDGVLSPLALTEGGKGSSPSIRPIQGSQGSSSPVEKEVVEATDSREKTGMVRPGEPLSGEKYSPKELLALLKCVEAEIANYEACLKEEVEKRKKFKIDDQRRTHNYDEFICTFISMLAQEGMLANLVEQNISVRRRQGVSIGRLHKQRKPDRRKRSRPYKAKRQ
Numbers without * were called inactive; nt = not tested or not shown; & = joins results of further samples.

no.	canonical_smiles	BAP1 inh	HePTP inh
1	Cn1c(C(=O)N(Cc2ccccc2)Cc2cccs2)cc2sccc21	109	8
2	CC(C)c1ccc(/C=C2/SC(=O)N(c3ccccc3)C2=O)cc1	nt	-1
3	COc1ccc(NC(=O)Nc2nnc(C(C)C)s2)cc1	91	2
4	CCc1nc(SCC(=O)Nc2cc(C)on2)c2c(=O)n(C)c(=O)n(C)c2n1	91	2
5	O=C1/C(=C\c2cccc3ccccc23)SC(=S)N1CCc1ccccc1	nt	-7
6	O=c1oc2cc(OCc3ccccc3)c(Cl)cc2c2c1CCCC2	nt	3
7	Cc1ccc(-c2csc(NC(=O)c3ccc(S(=O)(=O)N4CCCCCC4)cc3)n2)cc1	nt	9
8	Cc1onc(-c2ccccc2Cl)c1C(=O)Nc1ccc(F)c(F)c1	113	0
9	CCOC(=O)C1CCN(c2c(NCc3ccc(C(=O)NC(C)CC)cc3)c(=O)c2=O)CC1 (stereo not drawn)	89	-7
10	CCOCCOc1nc2c(c(=O)n(C)c(=O)n2C)n1Cc1ccc(C)cc1	89	-5
11	O=C(Cn1ncc2c(=O)oc3ccccc3c21)N1CCc2ccccc2C1	96	3
12	C=C(Br)CSc1nc2ccccc2[nH]1	nt	1
13	O=C(NCCN1CCOCC1)c1ccc2c(c1)ncn2C1CCCCC1	99	0
14	CCOc1ccc(-c2cc(C)n3nc(C(=O)Nc4ccc(C(C)=O)cc4)cc3n2)cc1	nt	94*
15	COc1cc(C2NC(C(=O)O)CS2)ccc1OCc1ccccc1C#N (stereo not drawn)	103	6

In the list so far, these contain an aryl thioether with sulfur outside any ring.
no.	canonical_smiles	BAP1 inh	HePTP inh
4	CCc1nc(SCC(=O)Nc2cc(C)on2)c2c(=O)n(C)c(=O)n(C)c2n1	91	2
12	C=C(Br)CSc1nc2ccccc2[nH]1	nt	1

The listing continues.
no.	canonical_smiles	BAP1 inh	HePTP inh
16	Cc1ccc(C2/C(=C(/O)c3ccc(Cl)cc3)C(=O)C(=O)N2CC2CCCO2)o1 (stereo not drawn)	87	8
17	CCOC(=O)c1sc(C)c(C(N)=O)c1NC1=NCCCCC1	316	12
18	CC(C)(C)NC(=O)NC(=O)COC(=O)C1CC(=O)N(Cc2ccccc2)C1 (stereo not drawn)	nt	-3
19	Cn1c(C=Nc2ccccc2O)nc2ccccc21	nt	4
20	O=C(COC(=O)Cc1ccc(S(=O)(=O)N2CCOCC2)s1)NCc1ccccc1	76	6
21	CC1(C)CC(=O)c2cc(C(=O)N3CCCCC3)c(=O)n(-c3ccc(Cl)cc3)c2C1	81	-4
22	CC(=Nc1ccccc1C(F)(F)F)C1=C(O)c2ccccc2C1=O	nt	0
23	Cc1noc(C)c1C(=O)Nc1ccccn1	73	2
24	Cc1c(C(=O)NCC(C)C)sc2nc(-c3ccc(F)cc3)cn12	84	-10
25	CCCCCCOC(=O)C(C#N)c1nc2ccccc2nc1N1CCN(CC)CC1 (stereo not drawn)	138	6
26	COc1ccccc1-c1cc(-c2cc(Cl)ccc2O)n[nH]1	nt	-4
27	CC1=[N+]([O-])C(C)(C)C(c2ccco2)=[N+]1[O-]	nt	-2
28	CCOc1ccc(N2C(=O)S/C(=C\c3ccco3)C2=O)cc1	nt	6
29	COc1ccc(C2Nc3ccccc3NC3=C2C(=O)CC(c2ccc(Cl)cc2)C3)cc1OC (stereo not drawn)	nt	9
30	O=c1c2c3c(sc2nc2n1CCCCC2)CCCC3	87	-4
31	Cc1cccc(C)c1-n1c(C)cc(/C=N/NC(=O)c2cccnc2)c1C	nt	8
32	Cc1cc(C)n(C(=O)CNC(=O)Cc2ccccc2)n1	86	10
33	O=C(CN1C(=O)c2ccccc2S1(=O)=O)N1CCOCC1	84	-12
34	O=C(O)CCCCCN1C(=O)C(=O)/C(=C(/O)c2ccc([N+](=O)[O-])cc2)C1c1ccc(Cl)cc1 (stereo not drawn)	nt	6
35	CC(=O)Oc1ccc(NC(=O)CC2Sc3ccccc3NC2=O)cc1 (stereo not drawn)	nt	-3
36	COc1cc(C2Nc3ccccc3NC3=C2C(=O)CC(c2ccc4c(c2)OCO4)C3)ccc1OC(C)=O (stereo not drawn)	nt	6
37	Cc1ccc(NCC(=O)N=Nc2c(O)[nH]c(=O)[nH]c2=O)cc1	nt	0
38	O=C1CC(C(=O)N(c2ccc(F)cc2)C(C(=O)NC2CCCC2)c2ccccn2)CS1 (stereo not drawn)	105	-1
39	CCOC(=O)C1=C(C)NC(C)=C(C(=O)OC)C1c1cc(Cl)cc(Cl)c1OC (stereo not drawn)	nt	-26
40	CCc1ccc(N2CC(C(=O)OCC(=O)Nc3cc(C)on3)CC2=O)cc1 (stereo not drawn)	118	6
41	O=c1c2ccccc2nnn1CSc1ncnc2ccccc12	116	2
42	CCCN(CC1CC1)S(=O)(=O)c1ccc(S(N)(=O)=O)cc1	96	5
43	O=[N+]([O-])c1ccc(-c2nc(Cc3c(F)cccc3Cl)no2)cc1	nt	10
44	O=C(Cn1cnc2c(nnn2-c2ccccc2)c1=O)N1CCC(Cc2ccccc2)CC1	83	7
45	O=C1NC(=O)C2C3c4ccccc4C(c4ccccc43)C12 (stereo not drawn)	101	0
46	CCC(C(=O)N1CCc2ccccc2C1)n1nc(C)n2c(cc3occc32)c1=O (stereo not drawn)	97	3
47	CN(C)CCCN1C(=O)C(=O)/C(=C(/O)c2ccccc2)C1c1ccccn1 (stereo not drawn)	95	4
48	O=C(O)CCC(=O)N1CCc2cc(S(=O)(=O)NC3CCCC3)ccc21	110	7
49	O=S1(=O)N=C(Oc2cccc3ccccc23)c2ccccc21	nt	-8
50	COc1ccc(C=Nc2ccc3c(c2)nc(C)n3C)cc1	nt	-5
51	CCC(=O)Nc1cccc(NC(=O)COc2ccc(OC)cc2)c1	94	2
52	Cc1cc(C=C2C(=O)NC(=O)NC2=O)c(C)n1-c1ccc(N2CCOCC2)cc1	nt	-8
53	COc1cccc(N2C(=O)NC(=O)/C(=C/C=C/c3ccccc3[N+](=O)[O-])C2=O)c1	nt	14
54	Nc1nonc1C(=O)N/N=C/c1cccc(OCC(=O)O)c1	nt	3
55	Cn1c2ccc(CC(N)=O)cc2c2cc(CC(N)=O)ccc21	nt	4
56	Cc1cc(NC(=O)C2CC3CCC2C3)no1 (stereo not drawn)	nt	-17
57	CCc1ccc(-c2nc(CN3CCCC(C(=O)O)C3)c(C)o2)cc1 (stereo not drawn)	107	6
58	Cc1cc(C(F)F)n2nc(C(=O)Nc3cc(C)on3)nc2n1	96	nt
59	Cc1ccc(-c2noc(CCC(=O)NCCCN3CCN(c4cccc(Cl)c4)CC3)n2)cc1	115	14
60	CC(=O)N1CCN(C(=O)c2cccc(S(=O)(=O)Nc3ccc(C)cc3)c2)CC1	103	4

Some of these compounds in order of heavy-atom count, smallest number first:
no.	canonical_smiles	BAP1 inh	HePTP inh
54	Nc1nonc1C(=O)N/N=C/c1cccc(OCC(=O)O)c1	nt	3
48	O=C(O)CCC(=O)N1CCc2cc(S(=O)(=O)NC3CCCC3)ccc21	110	7
60	CC(=O)N1CCN(C(=O)c2cccc(S(=O)(=O)Nc3ccc(C)cc3)c2)CC1	103	4

(listing goes on)
no.	canonical_smiles	BAP1 inh	HePTP inh
61	CCN(CC)CCCN1C(=O)C(O)=C(C(C)=O)C1c1cccc(OC)c1 (stereo not drawn)	100	6
62	COc1ccc(N2CCN(CCNC(=O)CCNS(=O)(=O)c3cccs3)CC2)cc1	nt	10
63	CC(C)(C)c1cc(C(=O)NCc2ccccc2)ccn1	nt	6
64	CCOC(=O)C1CCCN(c2cc(=O)n(Cc3ccc(F)cc3)c(=O)[nH]2)C1 (stereo not drawn)	65	4
65	CC(=O)c1ccc(NC(=S)NC(NC(=O)c2ccccc2Br)C(Cl)(Cl)Cl)cc1 (stereo not drawn)	nt	9
66	N#C/C(=C(/O)c1cccc2ccccc12)c1nc2ccccc2[nH]1	nt	9
67	O=C(NCc1cccnc1)c1ccc(CS(=O)(=O)c2ccc(Cl)cc2)o1	104	8
68	N#CCCN(Cc1cccnc1)S(=O)(=O)c1ccc(S(=O)(=O)NC2CCCCC2)cc1	95	4
69	O=[N+]([O-])c1ccc(-c2noc(-c3cccc(Br)c3)n2)cc1	nt	-2
70	C=CCn1c(SCC(N)=O)nc(C)cc1=O	120	6
71	Cc1cc(=O)[nH]c(NCc2ccccc2)n1	nt	-4
72	Cc1oc(-c2ccccc2F)nc1CS(=O)(=O)CC(=O)NCCN(C)C1CCCCC1	94	9
73	Nc1cc(NCCCO)ccc1[N+](=O)[O-]	nt	1
74	CCOC(=O)N1CCC(n2c(SCC(=O)NCc3ccccc3)nc3ccccc3c2=O)CC1	96	1
75	COc1ccc(Cl)cc1S(=O)(=O)N1CCN=C1C	99	-13
76	CC(=O)c1cccc(NC(=O)CCNS(=O)(=O)c2cccc3nsnc23)c1	55	-15
77	COc1ccc(-c2nn(C)c3sc(C(=O)N4CCOCC4)cc23)cc1OC	95	5
78	Brc1ccccc1CN1CCN(Cc2ccco2)CC1	nt	2
79	Cc1cccc(C)c1OCC(=O)Nc1nccs1	nt	4
80	CC(C)C1=NN2C(=N)/C(=C/c3cc(Cl)ccc3OCc3ccccc3)C(=O)N=C2S1	nt	9
81	COc1cc2c(cc1OC)-c1cc(Nc3ccc4c(c3)OCCO4)nc(=O)n1CC2	50	8
82	CC1=C(C(=O)Nc2ccc(Cl)cc2)C(c2ccc(Br)cc2)NC(=O)N1 (stereo not drawn)	nt	8
83	COc1ccc(C)cc1NC(=O)c1ccc(S(=O)(=O)N2CCOCC2)cc1	106	-1
84	CC[C@H](C)[C@H](NS(=O)(=O)c1ccc(C)cc1)C(=O)N1CCC(C(=O)N[C@H](C(=O)O)C(C)C)CC1	114	6
85	CCCOc1ccccc1NC(=O)CC1Nc2cc(C)c(C)cc2NC1=O (stereo not drawn)	nt	-2
86	CCCOc1cccc(NC(=O)c2c(-c3ccccc3)noc2C)c1	85	13&-6
87	O=C(Nc1ncc(Cc2ccccc2)s1)C1CCCO1 (stereo not drawn)	96	-4
88	O=C(O)c1cccc(OCc2ccccc2Cl)c1	75	5
89	Cc1ccccc1-n1c(SCC(=O)c2cc(C)n(C)c2C)nnc1-c1ccncc1	105	10
90	c1ccc(COc2ccc(OCCCn3cncn3)cc2)cc1	138	-4
91	Cc1ccc(-c2cc(C(=O)Nc3ccccc3)c3ccccc3n2)cc1	nt	9
92	Cc1ccc(C(=O)/C=C/Nc2ccccn2)cc1	109	6
93	O=C(COc1cccc2cccnc12)N1CCc2ccccc2C1	90	8
94	COc1ccc2c(c1)c(C(C)=O)c(C)n2C	88	11
95	CCOc1ccc(C(=O)Nc2cc(Cl)cc(Cl)c2)cc1Cl	nt	-11
96	CCOC(=O)Cn1c(=O)oc2cc(S(=O)(=O)NCCc3ccc(C)cc3)ccc21	nt	-6
97	CCN(CC)S(=O)(=O)c1ccc(N=Cc2c(C)[nH]n(-c3ccc(Cl)cc3)c2=O)cc1	nt	1
98	CCc1nnc(NC(=O)c2ccc(S(=O)(=O)N(CC)CC)cc2)s1	87	-10
99	Cc1cc(OCC(=O)Nc2ccc3c(c2)OCO3)ccc1Br	nt	-1
100	COc1cccc(CNC(=O)c2ccc(NC(=O)C3CCCO3)cc2)c1 (stereo not drawn)	nt	10
101	O=c1[nH]c2c(s1)C=Nc1ccccc1N2	92	5
102	Cc1noc(NS(=O)(=O)c2ccc(NC(=O)CSc3nc4ccccc4s3)cc2)c1C	54	11
103	Cc1ccc(CNC(=O)C(=O)Nc2cccc3ccccc23)cc1	nt	-2
104	CCC(C)(C)n1nnnc1C(c1cc2ccc(C)cc2[nH]c1=O)N(Cc1cccnc1)Cc1ccco1 (stereo not drawn)	80	5
105	N#Cc1c(N)c(C#N)c(-c2ccc3c(c2)OCO3)c2c1CCCC2	nt	9
106	Cc1ccc(OCC(=O)Nc2c(C(C)C)cccc2C(C)C)cc1C	nt	4
107	CCOCCCn1c(=N)c(C(=O)NCc2ccc3c(c2)OCO3)cc2c(=O)n3ccccc3nc21	113	-2
108	CN(C)C(CNC(=O)c1cccnc1Sc1ccccc1)c1ccco1 (stereo not drawn)	98	3
109	CCC(C)NC(=O)Cn1c(=O)n(CCCCC(=O)NCc2ccco2)c(=O)c2ccccc21 (stereo not drawn)	97	0
110	Cc1cc(NC(=O)CSCc2nc(-c3cccc(Cl)c3)oc2C)no1	87	-4
111	O=C1NC(=O)N(c2ccc(Cl)cc2)C(=O)/C1=C/c1cc(Cl)c(O)c(Cl)c1	nt	4
112	O=C(Nc1ccc(Br)cc1)C1CC(=O)N(c2ccc(Cl)cc2)C1 (stereo not drawn)	nt	-6
113	Cc1cc(C(C)c2ccccc2)c(O)c(CN2CCOCC2)c1C (stereo not drawn)	59	4
114	O=C(Nc1ncc(Cc2cccc(C(F)(F)F)c2)s1)c1ccccc1Br	nt	-9
115	c1ccc2c(c1)nnn2-c1ncnc2sc3c(c12)CCCC3	nt	0
116	O=C(Nc1cccc(NC(=O)c2ccccc2Cl)c1)c1ccc2c(c1)OCCO2	nt	-14
117	COC(=O)CSc1nc2nc(C)cc(C)n2n1	98	16
118	CC(=O)Nc1nc2n(n1)C(=O)CC(c1ccccc1)=N2	nt	-1
119	CN1C(c2ccccc2)CC(=NO)CC1c1ccccc1 (stereo not drawn)	nt	-3
120	COc1ccc(N/C=C/C(=O)c2ccc(C)cc2)c(OC)c1	nt	-7

Later entries.
no.	canonical_smiles	BAP1 inh	HePTP inh
121	CCOc1ccc(C(=O)Nc2sc(C)c(C)c2C(N)=O)cc1	nt	-6
122	CCC(C)OC(=O)C1=C(C)NC(=O)NC1c1ccc(F)cc1 (stereo not drawn)	87	4
123	COC(=O)N1CC(=O)N(OC)C1c1ccc(Cl)cc1Cl (stereo not drawn)	94	-4
124	O=C(c1cccs1)N1CCN(c2cc(N3CCCC3)c(F)cc2[N+](=O)[O-])CC1	nt	1
125	COc1ccc(CCNC(=O)c2ccccc2N(Cc2ccccc2)S(=O)(=O)c2ccccc2)cc1OC	nt	6

High-throughput results (PubChem)
